# PMI activator – activators of human phosphomannose isomerase | P34949 | purified human PMI, coupled resazurin fluorescence, 20 min; hits give high values; 1 = vehicle control, 0 substrate-free wells | activation factor at 20 µM | hit rate 0.005% among 190,000;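 active = activation factor of 2 or more at 20 µM, relative to plate controls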
# Diaph act CS – counter-screen for diaphorase-based assays: diaphorase activators and chemical reducers; hit rate 0.005% among 190,000; activation factor at 20 µM; Diaphorase/resazurin coupled assay, resorufin fluorescence, 16 min; hits give high values; 1 = vehicle wells, 0 = NADH-free wells;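 active = diaphorase activity raised at least twofold by the compound at 20 µM; inactive = activation factor below 2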
#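 Material: Clostridium kluyveri diaphorase, purified enzyme; Quantity: enzyme 0.07 U/mL final; Medium: HEPES pH 7.4 buffer with MgCl2 and Tween 20; Dosing: single compound dose of 20 µM, 1% DMSO final; Schedule: 16 min reaction at room temperature; Measured by: red resorufin fluorescence at 544/590 nm excitation/emission.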
# G6PDH counter – counter-screen for G6PDH assay hits: L. mesenteroides G6PDH inhibition | inhibition, % at 5 µM | Purified L. mesenteroides G6PDH, diaphorase/resazurin coupled fluorescence, 45 min | hit rate 0.12% among 200,000
# Lmaj promast – reduces viability of Leishmania major promastigotes; resazurin fluorescence viability; inhibition, % at 10 µM; hit rate 9% among 200,000; AID 1063;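 note: promastigotes grown with compound for 44 hours at 28 °C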
# Diaph inh CS – counter-screen for diaphorase-based assays: diaphorase inhibitors and chemical oxidizers. AID 1217. diaphorase resazurin-to-resorufin fluorescence, NADH, 16 min; bacterial (C. kluyveri) enzyme, not human. hit rate 0.69% among 190,000. inhibition, % at 20 µM;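 active = primary screen inhibition at 20 µM above a set limit, cut at about 50% in these data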;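 note: plate controls were DMSO with full reaction for no effect and wells lacking NADH for full effect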
#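 Test system: Clostridium kluyveri diaphorase enzyme / Quantity: diaphorase at 0.14 U/mL in enzyme working solution / Incubation: 16-min room-temperature incubation before reading / Benchmarks: NADH-free wells as positive control, DMSO-only neutral wells / Signal: resorufin fluorescence 544/590 nm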
# TLR4-MyD88 BLA – TLR4-MyD88 interaction inhibition in cells; O00206+Q99836; HeLa CL3-4 TLR4/MyD88 BLA complementation, FRET ratio; inhibition, % at 8.4 µM; hit rate 0.18% among 200,000; AID 861; in the data active = inhibition above about 25%;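 note: 0% = vehicle and 100% = reference inhibitor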
# Target sequence (O00206 whole entry, looked up): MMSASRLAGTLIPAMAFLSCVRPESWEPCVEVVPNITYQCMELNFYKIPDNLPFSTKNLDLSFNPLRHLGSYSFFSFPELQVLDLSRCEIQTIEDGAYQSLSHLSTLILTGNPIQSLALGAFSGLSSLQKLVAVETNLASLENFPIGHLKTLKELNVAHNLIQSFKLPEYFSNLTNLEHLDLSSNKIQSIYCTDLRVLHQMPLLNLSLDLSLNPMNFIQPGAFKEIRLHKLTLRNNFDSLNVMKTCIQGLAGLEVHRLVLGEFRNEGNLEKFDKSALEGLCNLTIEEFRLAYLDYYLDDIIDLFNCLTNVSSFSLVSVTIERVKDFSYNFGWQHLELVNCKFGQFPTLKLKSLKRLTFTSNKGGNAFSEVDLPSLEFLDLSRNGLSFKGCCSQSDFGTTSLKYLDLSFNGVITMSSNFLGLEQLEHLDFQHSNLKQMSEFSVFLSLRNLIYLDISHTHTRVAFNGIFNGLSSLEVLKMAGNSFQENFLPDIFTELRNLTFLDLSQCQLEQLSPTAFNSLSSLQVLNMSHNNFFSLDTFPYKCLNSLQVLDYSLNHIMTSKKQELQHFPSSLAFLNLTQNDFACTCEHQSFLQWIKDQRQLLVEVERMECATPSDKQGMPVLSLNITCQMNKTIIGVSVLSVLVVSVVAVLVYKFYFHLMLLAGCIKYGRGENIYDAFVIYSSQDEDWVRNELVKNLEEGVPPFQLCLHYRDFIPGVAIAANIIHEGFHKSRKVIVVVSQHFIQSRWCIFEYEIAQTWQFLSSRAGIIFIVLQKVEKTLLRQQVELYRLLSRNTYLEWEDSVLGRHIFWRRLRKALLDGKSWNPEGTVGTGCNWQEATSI
# Target sequence (Q99836 whole entry, looked up): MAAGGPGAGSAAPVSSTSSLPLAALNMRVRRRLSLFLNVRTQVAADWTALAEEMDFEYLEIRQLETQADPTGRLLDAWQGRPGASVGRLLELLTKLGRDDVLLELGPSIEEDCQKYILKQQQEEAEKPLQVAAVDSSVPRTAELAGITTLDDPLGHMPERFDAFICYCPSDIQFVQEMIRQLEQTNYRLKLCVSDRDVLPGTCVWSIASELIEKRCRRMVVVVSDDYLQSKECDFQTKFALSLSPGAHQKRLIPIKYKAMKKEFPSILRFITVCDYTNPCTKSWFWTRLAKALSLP
# Redox H2O2 prof – compounds producing H2O2 with reducing agent – biochemical, NIH compound library profiling, artefact control for MLSCN library redox annotation, primary screen | DTT-dependent redox cycling H2O2, phenol red/HRP absorbance; 100% = 100 µM peroxide control, 0% = buffer | hit rate 0.03% among 200,000 | activation, % at 10 µM | AID 878;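 active = activation of at least 50% relative to the plate's high and low controls in the primary single-dose screen; inactive = activation below 50%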;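 note: compound incubated with DTT at 0.8 mM final as the reducing agent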
# Hsp70 act – switches on Hsp70 transcription; HeLa Hsp70 promoter luciferase reporter, luminescence; scaled: vehicle 0, proteasome-inhibitor control 100%; activation, % at 10 µM; hit rate 0.04% among 200,000; AID 1203;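 active = activation above the mean across all tested compounds plus 3 SD, cutoff set per campaign, cut at about 5.5% in these data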;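 note: 100% = MG132 at 30 µM as the positive control and 0% = DMSO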
# S1P3 antag – blocks the human S1P3 receptor. Q99500. CHO S1P3 NFAT-BLA reporter, FRET fluorescence, antagonist mode. inhibition, % at 4.98 µM. hit rate 0.27% among 170,000;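 active = inhibition above the plate cutoff, the mean inhibition of test wells on that plate plus 3 SD, cut at about 28% in these data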;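 note: cells challenged with S1P at its EC80 of 0.8 µM; blue over green emission ratio from cleaved BLA substrate after 4 h stimulation; 0% = S1P-stimulated wells and 100% = unstimulated DMSO-only wells; some compounds past the cut are filed as inactive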
# PMI act hi M6P – increases human PMI activity with near-saturating mannose 6-phosphate | activation factor at 20 µM | hit rate 0.34% among 190,000 | P34949 | AID 1216 | coupled PMI enzyme assay, resazurin fluorescence, 20 min; hits give high values; 1 = untreated enzyme, 0 = substrate-free blank;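 active = activation factor of 2 or more at 20 µM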
#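 assay system = human phosphomannose isomerase with PGI, G6PDH, diaphorase coupling enzymes | quantity = 15 ng/mL PMI | incubation = enzyme reaction with compound 20 min at room temperature | medium = HEPES pH 7.4 buffer with MgCl2 and Tween-20 | compound dosing = one concentration, 20 µM, in 1% DMSO | measured by = Diaphorase-driven resazurin-to-resorufin fluorescence, excitation 544, emission 590 nm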
# RAM inhibit – yeast RAM network inhibition | AID 868 | hit rate 1.8% among 190,000 | S. cerevisiae dse1pr::URA3 reporter, 5-FOA growth OD615, 2 d; analog-sensitive cbk1-as2 kinase mutant strain | inhibition, % at 50 µM;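 active = inhibition above a set limit, 3 SD over mean compound inhibition, cut at about 8.4% in these data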;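 note: 0% = DMSO-only wells with no growth and 100% = 10 µM 1-NA-PP1 full growth; inhibition rescues growth on 5-FOA so higher OD means more RAM inhibition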
# Active calls of the source: *; x = not tested or not shown. Cut-off read from the data, not from the text of the source, unless noted: active = inhibition above about 50%; inactive = the rest.
entry	smiles	PMI activator	Diaph act CS	G6PDH counter	Lmaj promast	Diaph inh CS	TLR4-MyD88 BLA	Redox H2O2 prof	Hsp70 act	S1P3 antag	PMI act hi M6P	RAM inhibit
1	C=CCNCCOc1cccc(Br)c1	1	0.9	10	16	8	6	-0.5	-0.2	12	1	1.2
2	Clc1ccc(COn2ccnc2)cc1Cl	1	1	-1	0	0	1	0.7	-0.1	-11	1	2.2
3	CCOC(=O)N1CCN(S(=O)(=O)c2cc(OCC(N)=O)c(C)cc2Cl)CC1	0.8	0.9	10	-7	10	-12	-0.5	-0.3	-9	0.8	1.9
4	COc1ccccc1-c1ccc(Nc2cccc(C(F)(F)F)c2)nn1	1	1	10	-1	0	0	0.3	-0.5	x	1	2.7
5	N#Cc1nc(-c2cccs2)oc1NCCc1ccccc1	0.9	0.8	5	1	18	-3	-0.4	-0.4	x	1	1.9
6	CC(=O)Nc1ccc(OCC(O)CN2CCN(S(=O)(=O)c3ccc(NC(C)=O)cc3)CC2)cc1 (stereo not drawn)	1.1	1.1	8	-1	-8	-4	0.5	-0.3	x	1.1	0.0
7	Cc1ccc(-n2nnnc2-c2nc3ccccc3s2)cc1	0.9	0.9	15	-1	5	-13	0.2	0.0	-1	1	4.8
8	CCCCOC(=O)CSC1=C(C#N)C(c2cccnc2)C(C(=O)OCC)=C(c2ccccc2)N1 (stereo not drawn)	0.9	0.7	4	16	26	11	-2.0	-0.4	11	0.9	0.6
9	Cc1nnsc1C(=O)N/N=C/c1ccc2ccccc2c1O	0.8	0.7	3	100*	26	-15	0.4	-0.1	-13	1.2	1.0
10	CCC(C)NC(=O)Cn1cc2c(n1)CCC(C)C2 (stereo not drawn)	1.1	1	15	10	2	-2	-0.8	-0.3	-3	1.1	0.5
11	Oc1ccc(C(=S)N2CCCCC2)cc1Cl	1	0.9	1	-8	14	-4	1.2	-0.4	-25	1.1	1.8
12	COc1ccc(Nc2nc(C)cc(C)c2C(N)=O)c(OC)c1	0.6	0.6	36	-3	38	5	0.3	-0.3	12	0.6	0.6
13	CCCCC(c1nnnn1CC1CCCO1)N1CCN(c2ccccc2)CC1 (stereo not drawn)	1.2	1	2	-2	4	-5	-0.5	-0.1	-2	1.2	-0.5
14	O=c1cc(CN2CCN(c3ccc(F)cc3)CC2)nc2sccn12	1	1	-8	2	-4	8	1.6	0.0	-12	1.1	0.6
15	O=S(=O)(/C=C/c1ccccc1)NC1CCCCCCC1	1	0.8	9	-9	21	5	-0.4	0.0	-10	1	2.0
16	Cc1cc(/C=N/n2cnnc2)c(C)n1-c1ccc(C(=O)O)cc1	1	0.9	6	-4	11	-6	-0.1	-0.2	36	1	0.9
17	COc1ccc(C(=O)NC(=S)N(Cc2ccccc2)Cc2ccccc2)cc1	1.1	0.9	4	90*	14	5	1.7	-0.1	x	1.1	5.2
18	O=C(CN1CCOCC1)N(c1ccccc1)c1ccc2ccccc2c1	1.2	0.9	13	6	6	10	0.9	-0.2	-50	0.9	-0.9
19	O=C(Cc1ccc(-n2cnnn2)cc1)NC12CC3CC(CC(C3)C1)C2	0.9	0.8	-10	-2	17	0	2.1	-0.5	-30	1	0.7
20	Cc1ccccc1C(=O)Nn1c(C)ccc1C	1	0.9	20	-8	6	18	0.2	-0.5	-14	1	2.3
21	C=CCNC(=S)Nc1cc(Cl)ccc1OC	0.9	1	5	2	4	-5	0.2	-0.2	6	1.1	-0.4
22	Cn1nnc2sc3c(c2c1=O)CCCC3	1	1.1	5	-5	-10	-14	2.2	-0.2	x	1.1	-0.3
23	CC1=CC2=NC(=O)CC(C)(C(=O)N(CC(=O)NC(C)(C)C)C3CCCC3)N2C=C1 (stereo not drawn)	1	0.9	5	-8	13	2	0.3	-0.4	-33	1	1.9
24	CC(=O)c1c(C)[nH]c(C(=O)CSc2nnc(-c3ccc(Cl)cc3)n2CC2CCCO2)c1C (stereo not drawn)	1	0.8	-2	11	18	-7	0.1	-0.5	x	1	3.6
25	CCOCCCNC(=O)C(NC(=O)c1ccc2c(c1)OCO2)c1ccccc1 (stereo not drawn)	0.9	0.8	-4	10	19	-4	0.5	1.7	-21	0.9	0.1
26	Cc1ccc(S(=O)(=O)Oc2ccc(/C=C(/NC(=O)c3ccccc3)C(=O)NC(C)C(=O)O)cc2)cc1 (stereo not drawn)	1	1	15	-2	1	-6	-1.2	-0.4	8	1	1.2
27	Cc1nc(NC(=O)CSc2nnnn2Cc2ccccc2)sc1C	1	0.9	4	30	13	2	-0.8	-0.2	-3	0.9	0.4
28	O=C(Cn1c(C(F)(F)F)nc2ccccc21)N=Nc1c(O)[nH]c2ccc(Br)cc12	1.1	1	6	-6	0	-6	0.7	0.1	-7	1	7.2
29	COCCNC(=O)c1cc(OC)c(OC)cc1[N+](=O)[O-]	1.1	0.9	23	-12	6	1	-0.3	-0.2	-17	1.1	0.2
30	CCc1nc(SCC(=O)NCc2ccc(F)cc2)c2c(=O)n(C)c(=O)n(C)c2n1	0.9	0.9	3	-9	5	-5	-1.2	0.1	x	0.8	1.2
31	CC(O)CNCc1ccccc1C(F)(F)F (stereo not drawn)	1	0.9	7	-10	9	-11	0.5	-0.4	-21	1	2.0
32	CCOC(=O)N1CCN(c2cc(NCCO)c([N+](=O)[O-])c3nonc23)CC1	0.4	0.5	6	1	49	13	0.0	0.1	1	0.4	4.4
33	CC(C)(C)c1nnc2sc(SCC(=O)c3ccc4c(c3)OCCO4)nn2c1=O	1.2	1.1	-4	-2	-9	13	0.1	-0.2	2	1.1	6.2
34	COC(=O)C1=C(C)N=C2SCCC(=O)N2C1c1ccc(OC(=O)c2ccco2)cc1 (stereo not drawn)	0.9	0.7	7	-5	26	5	0.9	0.2	x	0.9	2.4
35	COc1ccc(-c2ccccc2)cc1NCc1ccc(OC)c(OC)c1	0.8	0.8	11	99*	24	2	-0.1	-0.1	-13	0.8	3.9
36	CCCc1nnc(NC(=O)CN2C(=O)c3ccccc3S2(=O)=O)s1	0.8	0.9	18	-11	15	-15	2.1	0.5	-9	1	0.0
37	COc1ccc(N2C(=O)CC(N3CCN(c4nc5ccccc5s4)CC3)C2=O)cc1 (stereo not drawn)	1	0.9	-5	-3	10	16	0.2	-0.2	2	1.1	1.2
38	CN(C)S(=O)(=O)c1ccc(NCC2COc3ccccc3O2)c([N+](=O)[O-])c1 (stereo not drawn)	0.7	0.8	2	-2	21	-10	1.3	-0.3	-6	0.9	2.7
39	NC(=O)c1ccc(Nc2nnc(-c3ccc(O)cc3)c3ccccc23)cc1	1.1	1.2	4	-2	-18	-3	-1.0	-0.3	4	1	2.2
40	Cc1nnc(SCC(=O)NCc2ccccc2)s1	0.9	0.9	-7	-10	10	2	0.2	-0.3	14	1	1.8
41	O=C(CSc1nc2ccccc2o1)N/N=C/c1ccccc1	0.8	0.9	-2	23	6	9	-0.6	-0.2	6	0.9	7.5
42	O=C(CC(Nc1ccc(F)cc1)C(=O)O)c1ccccc1 (stereo not drawn)	0.9	0.8	0	61*	17	13	2.4	0.6	37	1	1.3
43	CCS(=O)(=O)n1nc(NCc2cccc(OC)c2)nc1NCc1cccc(OC)c1	0.8	0.9	-2	8	12	-5	2.6	-0.3	27	0.9	3.1
44	C/C(CC(=O)NCc1ccccc1)=N\NC(=O)c1cnccn1	1	0.8	0	-5	18	6	0.1	-0.3	10	1.1	2.5
45	O=C(Cc1ccccc1)Nn1c(-c2ccccc2F)nc2ccccc2c1=O	1	0.9	4	6	8	2	0.3	-0.2	-7	1.1	2.6
46	Cc1ccc(C2C3=C(CCCC3=O)Nc3c2c(C)nn3-c2ccccn2)o1 (stereo not drawn)	0.9	0.8	-6	22	17	2	-1.0	0.0	-12	0.7	2.5
47	CCOC(=O)c1ccc(NC(=O)CSc2nnc(COc3ccccc3OC)n2C)cc1	0.9	0.8	-23	89*	24	2	3.2	-0.2	-30	0.9	3.7
48	Nc1cnc(-c2ccccc2)nc1Cl	1.1	0.9	2	-2	6	-1	-0.2	-0.3	3	1	1.1
49	CCOC(=O)C1CCN(c2ncnc3c2oc2ccccc23)CC1	0.8	0.7	14	-5	26	3	1.3	-0.2	25	0.8	-0.8
50	CCOC(=O)c1c(NC(=O)c2ccc(Cl)cc2)csc1C	1	0.9	-26	-4	8	-20	0.4	-0.3	-14	1	4.7

# (more compounds)
entry	smiles	PMI activator	Diaph act CS	G6PDH counter	Lmaj promast	Diaph inh CS	TLR4-MyD88 BLA	Redox H2O2 prof	Hsp70 act	S1P3 antag	PMI act hi M6P	RAM inhibit
51	COCCCN1C(=O)/C(=C\c2cccs2)C(C(=O)OC)=C1C	1	0.9	1	7	7	-8	-1.9	0.3	6	1	1.1
52	CCOC(=O)c1nnn(CC(=O)N2N=C(c3ccc(Cl)cc3)CC2c2ccccc2)c1C(=O)OCC (stereo not drawn)	1	0.8	1	2	17	-3	1.6	-0.1	x	1	4.5
53	COc1ccc(CN2CCC(CO)(Cc3cccc(C(F)(F)F)c3)CC2)cc1Cn1cccn1	1	1	15	81*	3	11	-0.6	-0.1	-3	1.1	2.9
54	CN1CCCN(Cc2ccc(Cl)cc2Cl)CC1	1.1	1	17	98*	0	-6	0.8	-0.1	x	1.2	0.7
55	O=C1Nc2ccc(S(=O)(=O)N3CCCC3C(=O)O)c3cccc1c23 (stereo not drawn)	1	0.8	1	-5	17	-22	-0.7	-0.4	-4	0.8	0.3
56	CN(C)c1nc(Oc2ccc(=O)n(C)n2)nc(N2CCOCC2)n1	0.9	0.8	-6	-6	16	2	1.7	-0.1	-8	0.9	1.6
57	CCC(Sc1nc(=O)cc(N)n1CCc1ccccc1)C(=O)Nc1cc(C)on1 (stereo not drawn)	0.8	0.9	-8	-5	12	-11	-0.3	-0.3	-38	0.8	1.3
58	C=CCC(=O)OCC(=O)Nc1ccc(Cl)cn1	1	1	1	-1	2	-5	0.0	0.1	x	1.1	0.5

# From PubChem
